Bioassay records from PubChem.
NPR1 activator: GC-A (human) enzyme activation. P16066. HEK293 GC-A cells, cGMP TR-FRET, EC30 ANP; 0% at EC30 ANP, 100% saturating ANP. activation, % at 10 µM. actives 0.14% (n = 370,000). AID 1671463; in the data active means activation above about 40%
rCAG RNA binder: binds r(CAG) RNA repeats. r(CAG) RNA repeat, TO-PRO-1 dye displacement fluorescence. inhibition, % at 3 µM. actives 1.3% (n = 370,000). AID 651821;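 active means inhibition above the plate cutoff, the mean of all test compounds on that plate plus 3 SD, cut at about 35% in these data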;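 further: 0% = DMSO alone and 100% = 100 µM mitoxantrone as full dye displacement; higher means more dye released from RNA so lower well fluorescence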
GC-B act: GC-B (human) receptor activation; P20594; HEK293-GC-B cells, CNP EC30, cGMP TR-FRET; 0% at EC30 CNP, 100% saturating CNP; activation, % at 10 µM; actives 0.11% (n = 370,000);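 active means activation at 10 µM reaching about 35% in either raw or pattern-adjusted values, limit read from the data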
DDE Tn6 FP inh: disrupts Tn6 cyclic peptide binding to fibrin D-Dimer-E complex. P02675. Fibrin DD(E) TRITC-Tn6 fluorescence polarization displacement. inhibition, % at 8.3 µM. actives 0.21% (n = 370,000). AID 720509;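 active means inhibition above a per-campaign cutoff: mean of compounds within control limits plus 3 SD, cut at about 15% in these data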;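 further: 0% = median of all compound wells on the plate and 100% = blocking peptide control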
sPLA2-III inh: Blocks human group III sPLA2 activity; QFRET BODIPY PC-A2 liposome hydrolysis, fluorescence; inhibition, % at 12.2 µM; actives 0.56% (n = 370,000);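 active means inhibition above mean plus 3 SD of compounds lying within the high and low control bounds, cut at about 19% in these data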;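 further: 0% = median of test compound wells and 100% = no enzyme DMSO wells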
ASAP1 inh: ASAP1 ArfGAP inhibition | inhibition, % at 16.5 µM | AID 624377 | actives 0.19% (n = 360,000) | ASAP1-stimulated ARF1 GTP hydrolysis, GDP FP detection | Q9ULH1; in the data active means inhibition above about 25%;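 further: 0% = vehicle with enzyme and substrate and 100% = no enzyme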
Target sequence (Q9ULH1 325-724 limits assumed): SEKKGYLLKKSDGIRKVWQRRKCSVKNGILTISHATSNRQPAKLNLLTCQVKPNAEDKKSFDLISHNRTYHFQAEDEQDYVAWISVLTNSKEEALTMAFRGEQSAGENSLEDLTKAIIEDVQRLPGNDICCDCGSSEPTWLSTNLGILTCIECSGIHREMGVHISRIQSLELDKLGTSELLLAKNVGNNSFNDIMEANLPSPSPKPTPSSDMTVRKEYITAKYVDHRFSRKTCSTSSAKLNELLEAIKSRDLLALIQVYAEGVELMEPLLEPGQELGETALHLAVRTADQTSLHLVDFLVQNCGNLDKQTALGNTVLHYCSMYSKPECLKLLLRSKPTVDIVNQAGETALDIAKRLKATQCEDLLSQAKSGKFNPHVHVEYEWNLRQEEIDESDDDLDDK
FXN GAA850 act: activators of GAA850 frataxin (FXN) promoter. AID 540364. activation, % at 6 µM. actives 0.56% (n = 360,000). HEK293 lucGAA850 FXN promoter luciferase reporter, 24 h; percent of 10 µM SAHA response;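 active means activation above the average of all compounds screened plus 3 SD, cutoff fixed separately per campaign, cut at about 7.5% in these data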;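 further: 0% = DMSO wells and 100% = 10 µM SAHA wells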
ARFGAP1 inhibitor: rat ARFGAP1 inhibition | Q62848 | Arfgap1-stimulated ARF1 GTP hydrolysis, GDP FP detection | inhibition, % at 16.5 µM | actives 0.26% (n = 360,000) | AID 651572;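 active means inhibition above a per-plate limit, mean inhibition of low control wells plus 3 SD, cut at about 25% in these data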;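 further: 0% = DMSO wells with enzyme and 100% = wells lacking Arfgap1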
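Assay system: purified rat His6-Arfgap1 residues 1-136 (GAP domain); Reagent: human Δ17 ARF1 bound to GTP; Dosing: 16.5 µM single point, 1.26% DMSO; Times: GTP hydrolysis reaction 2 h at 25 °C; Signal: FP, GDP Alexa 633 tracer displaced from anti-GDP antibody, 620/688 nm; Measure: % inhibition from polarization.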
proKLK7 act: proKLK7 (human) activation, primary screen; P49862; purified proKLK7, EDANS-DABCYL substrate fluorescence; 100% is mature enzyme control, 0% vehicle; activation, % at 7 µM; actives 0.9% (n = 370,000); AID 652039;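 active means activation above the mean of all tested compounds plus 3 SD, computed per campaign excluding outliers beyond control limits, cut at about 13% in these data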
ADAM10 inh: inhibits human ADAM10; inhibition, % at 7 µM; recombinant ADAM10, EDANS/DABCYL FRET peptide cleavage, 3 h; actives 0.62% (n = 370,000);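 active means inhibition above a per-campaign cutoff equal to the mean of compounds falling between control-based bounds plus 3 SD, cut at about 20% in these data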;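 further: 0% = DMSO wells while the 100% control is not disclosed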
Target sequence (O14672 214-748 limits assumed): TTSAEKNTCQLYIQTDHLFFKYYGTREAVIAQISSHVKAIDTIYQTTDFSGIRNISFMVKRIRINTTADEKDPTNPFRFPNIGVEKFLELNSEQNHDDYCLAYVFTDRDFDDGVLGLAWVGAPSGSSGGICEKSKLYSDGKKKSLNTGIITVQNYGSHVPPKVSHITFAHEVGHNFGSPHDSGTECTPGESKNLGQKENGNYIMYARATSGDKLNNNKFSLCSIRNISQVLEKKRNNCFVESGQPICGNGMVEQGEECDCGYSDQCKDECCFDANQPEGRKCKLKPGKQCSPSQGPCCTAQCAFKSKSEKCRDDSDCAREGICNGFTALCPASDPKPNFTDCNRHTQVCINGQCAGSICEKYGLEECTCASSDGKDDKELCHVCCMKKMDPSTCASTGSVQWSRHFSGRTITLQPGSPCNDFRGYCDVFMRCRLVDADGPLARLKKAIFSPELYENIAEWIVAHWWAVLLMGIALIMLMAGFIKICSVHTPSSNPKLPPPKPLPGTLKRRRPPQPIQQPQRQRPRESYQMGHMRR
Numbers without * were called inactive; . = not tested or not shown.

SMILES	NPR1 activator	rCAG RNA binder	GC-B act	DDE Tn6 FP inh	sPLA2-III inh	ASAP1 inh	FXN GAA850 act	ARFGAP1 inhibitor	proKLK7 act	ADAM10 inh
O=C(CCc1nc2ccccc2[nH]c1=O)N/N=C/c1ccccc1	-2	-1	0	-4	0	10	-0.8	-2	-1.1	-20
COc1cc(C(=O)NCC(C)C)cc(OC)c1OC	2	1	3	5	-1	-5	0.5	0	-0.1	-7
COc1ccccc1C1C(C(C)=O)=C(O)C(=O)N1CCc1ccccc1 (stereo not given)	-1	0	-4	8	-8	5	-0.8	-5	0.2	-9
N#C/C(=C\c1ccc(-c2ccccc2[N+](=O)[O-])o1)C(N)=O	-8	1	-9	3	9	-9	-0.1	-6	0.7	-50
c1ccc(COc2ccc(Nc3ncnc4nc[nH]c34)cc2)cc1	2	3	-2	-5	-14	3	4.2	9	-0.2	-5
Cc1c(NC(=O)c2ccccc2N)cccc1C(=O)O	4	1	2	-4	0	6	0.9	1	1.3	-114
Nc1nc(CSC(=S)N2CCCCC2)nc(Nc2ccccc2)n1	0	1	4	-6	-11	-8	5.5	2	0.5	1
CC1CCCCC1NC(=O)COC(=O)COc1ccc(Cl)cc1 (stereo not given)	2	-6	-5	-11	-3	3	1.1	3	-0.2	-2
COc1ccc(C(=O)CNc2ccc3ccccc3c2)cc1	2	10	-4	2	2	-11	2.5	-3	-2.6	-122
O=C(CCSc1nc(-c2ccco2)cc(C(F)(F)F)n1)N1CCCc2ccccc21	-1	7	-10	-2	6	5	3.1	-1	0.1	12
O=C(Nc1nc(-c2ccc(F)c(F)c2)cs1)Nc1ccc(F)cc1F	12	-1	-7	-2	1	-4	0.5	2	0.6	0
C[C@H](CO)N1C[C@H](C)[C@@H](CN(C)S(=O)(=O)c2ccc(Oc3ccccc3)nc2)OCc2cn(nn2)CCCC1=O	1	-1	3	4	8	-9	-1.3	-2	0.7	-14
Cc1sc(NC(=O)c2ccccc2)c(C(=O)NC(C)C)c1C	6	-3	0	2	-5	-6	2.7	-5	-0.1	1
Cc1cccc(NC(=O)C(C)Sc2nnc(-c3cccnc3)o2)c1 (stereo not given)	0	4	-1	1	3	6	1.7	-5	-0.1	-1
COc1ccc(C(=S)N2CCCC2)cc1	0	-1	1	-3	7	-20	2.1	0	-0.2	1

Of the compounds above, these have fluorine:
SMILES	NPR1 activator	rCAG RNA binder	GC-B act	DDE Tn6 FP inh	sPLA2-III inh	ASAP1 inh	FXN GAA850 act	ARFGAP1 inhibitor	proKLK7 act	ADAM10 inh
O=C(CCSc1nc(-c2ccco2)cc(C(F)(F)F)n1)N1CCCc2ccccc21	-1	7	-10	-2	6	5	3.1	-1	0.1	12
O=C(Nc1nc(-c2ccc(F)c(F)c2)cs1)Nc1ccc(F)cc1F	12	-1	-7	-2	1	-4	0.5	2	0.6	0

The results go on:
SMILES	NPR1 activator	rCAG RNA binder	GC-B act	DDE Tn6 FP inh	sPLA2-III inh	ASAP1 inh	FXN GAA850 act	ARFGAP1 inhibitor	proKLK7 act	ADAM10 inh
CCc1cccc2c(C(=O)CSc3nncn3C)c[nH]c12	1	1	0	0	-4	-5	4.0	4	0.3	7
CCn1c(SCC(=O)Nc2ccc(NC(=O)c3ccco3)c(OC)c2)nc2ccccc2c1=O	7	4	-1	3	-3	3	1.5	-8	-8.7	-4
CCN1C(=O)[C@@H]2Cc3c([nH]c4ccccc34)C(c3cc(OC)c(OC)c(OC)c3)N2C1=S (stereo not given in full)	-3	1	1	3	-7	-1	-0.2	-6	-1.9	3
Cc1cc(C)c2cc(C(=O)N(C)C3CCN(C)CC3)[nH]c2c1	-3	-2	0	-1	-22	6	0.3	11	-0.2	-1
CCC(C)(C)n1nnnc1CN(Cc1cccs1)Cc1cc2cc(OC)ccc2[nH]c1=O	-12	-4	-12	-2	-10	-16	3.3	4	-4.2	-49
CNC(=O)C(=O)NCC1OCCCN1S(=O)(=O)c1ccc(F)cc1C (stereo not given)	2	0	6	-9	3	2	-0.1	9	0.0	-2
O=C(OCc1c(-c2ccccc2)ncc2ccccc12)c1ccc(Br)cc1	0	6	-1	1	2	-5	-0.1	-6	0.5	4
COc1ccc(-c2cc(C(=O)N3CC4(C)CC3CC(C)(C)C4)no2)cc1 (stereo not given)	-4	-2	0	-7	7	4	-0.9	1	-0.1	4
O=C(C1CCC(CNS(=O)(=O)c2cccs2)CC1)N1CCCCC1 (stereo not given)	-1	3	1	-12	-1	6	-0.8	-5	0.2	6
O=c1c(-c2ccccc2)nc2ccccc2n1C(c1ccccc1)c1nc2ccccc2[nH]1 (stereo not given)	-1	14	-11	2	-6	12	.	8	-2.6	-100
CC1(c2ccc(OC(F)F)cc2)NC(=O)N(CC(=O)NCCC2=CCCCC2)C1=O (stereo not given)	0	0	2	3	-8	7	0.4	8	0.6	-7
COc1ccccc1N1CC(C(=O)OCC(=O)Nc2c(C)cccc2C)CC1=O (stereo not given)	4	1	1	2	-2	5	0.5	0	-0.1	-3
COc1cc(C)c(S(=O)(=O)N2CCCC2)cc1C(C)C	0	-3	-4	-2	3	3	4.1	-1	-1.3	10
Cc1cc(Br)cn2c(Cc3cccc(F)c3)c(-c3cccc(Br)c3)nc12	-6	48*	-3	5	-19	-12	.	5	1.7	-11
Cc1cc(C)n(-c2n[nH]c(=O)c3ccccc23)n1	4	0	0	3	-2	-3	0.8	3	0.6	6
COc1ccc(C(=O)N(Cc2ccco2)C(C(=O)NC2CCCC2)c2ccc(O)cc2)cc1OC (stereo not given)	-27	19	-21	1	-7	8	0.1	4	0.1	1
COc1ccccc1C=NN=C(NN=Cc1ccccc1OC)NN=Cc1ccccc1OC	-11	15	2	-2	-3	7	1.5	8	-2.7	2
COc1ccc(CC(=O)N2CCCC(CNC(=O)c3ccccc3Cl)C2)cc1 (stereo not given)	1	1	-5	1	-2	-8	1.3	0	-0.5	8
Cc1ccc(NC(=O)CCn2cnc3ccccc3c2=O)cc1	-4	-4	-3	-8	0	19	1.3	-3	0.2	3
CCOC(=O)c1c(NC(=O)c2ccoc2C)sc(C(=O)N(C)C)c1C	3	-1	-3	-1	-6	-6	4.0	-5	1.2	0
COc1ccc(-n2nc(C(=O)NCC(=O)N3CCN(c4ccccc4)CC3)c3ccccc3c2=O)c(OC)c1	-4	-1	-3	-3	-1	2	2.4	-1	-0.2	2
NNC(=O)CC12CC3CC(C1)CC(n1ncnn1)(C3)C2	-1	3	3	-4	-2	0	1.4	-4	0.4	9
Cc1ccccc1NC(=O)NCC1CCN(C(=O)OC(C)(C)C)CC1	1	-9	2	-3	-8	-4	1.5	6	0.1	-4
C[C@H](CO)N1C[C@H](C)[C@@H](CN(C)C(=O)Nc2ccc(C(F)(F)F)cc2)Oc2ccc(NC(=O)C3CCCCC3)cc2C1=O	-1	6	0	-2	-9	14	-2.6	-1	0.7	-3
CNC(=O)c1cccc2nc3ccccc3nc12	-3	1	-1	0	1	-19	4.0	4	0.4	1
COc1ccc(NC(=O)C2=NN(C3CCS(=O)(=O)C3)C(=O)CC2)cn1 (stereo not given)	2	-4	3	4	3	8	1.1	12	-0.2	1
O=C(Nc1cccc(S(=O)(=O)N2CCCCC2)c1)C1CCCN1S(=O)(=O)c1ccccc1F (stereo not given)	-2	2	7	3	-12	-8	1.0	-7	-0.7	-5
COC(=O)c1ccccc1NC(=O)Cn1c(SC)c(F)cnc1=O	-2	-2	-1	4	-1	1	-0.7	10	0.5	0
CC1CCN(Cc2cc(=O)oc3ccc(C(C)C)cc23)CC1	3	-6	0	3	0	-19	2.0	2	-0.6	-2
CN(C(=O)CSc1nc2ccccc2n1CCc1ccccc1)C1CCS(=O)(=O)C1 (stereo not given)	-3	-6	-6	-3	4	-5	-0.2	-7	0.3	3
COc1ccc(-c2nnc(SCC(=O)N3CCCC3)o2)cc1	-5	0	-13	5	1	8	4.1	4	-0.5	12
COC(=O)CSc1nnc(-c2ccco2)n1Cc1ccco1	8	3	-6	2	6	10	2.4	-8	-0.3	-11
O=C(NNC(=O)C1CCC1)c1ccccc1	4	1	3	-2	4	-9	0.7	4	-0.3	-2
CCCS(=O)(=O)N1CCCC(C(=O)NCCCN(C)c2ccccc2)C1 (stereo not given)	1	-1	7	3	2	-1	-0.1	7	0.2	-8
COc1ccc(CC(=O)Nc2cccc(S(=O)(=O)N3CCCCCC3)c2)cc1OC	2	2	10	-11	-14	10	-4.7	1	0.4	-4
C/C(=N\NC(=O)c1nnn(-c2nonc2N)c1COc1ccc(F)cc1)c1ccc(Cl)cc1	-5	1	0	2	0	12	0.5	-4	-0.1	-1
C=CCn1c(-c2ccccc2)c[nH]c1=S	4	1	6	-1	15	5	1.8	-15	-0.6	2
Cc1ccc(S(=O)(=O)NCC(=O)OCC(=O)Nc2cccc(S(=O)(=O)NC3=NCCCCC3)c2)cc1C	-6	1	2	-4	-4	-6	0.4	7	-0.2	8
Cc1ccc(CN(C)C(=O)c2cccc(S(=O)(=O)N3CCc4ccccc43)c2)cc1	-7	3	-5	0	-18	3	0.7	-13	-0.3	4
Oc1ccccc1/C=N/NC1=NCCCCC1	2	1	10	4	4	9	3.7	-6	9.0	-61
O=C(O)/C=C/C(=O)N1CCN(C(=O)/C=C/C(=O)O)CC1	-1	0	1	2	4	-1	1.4	18	-0.2	4
CC(C)(C)C(=O)CN1CCN(C2c3ccccc3-c3ccccc32)CC1	-4	-8	0	-5	-2	7	2.0	13	0.0	-7
COc1cc(NC(=O)c2ccccc2F)ccc1NC(=O)c1ccccc1Cl	3	2	-2	1	5	23	2.1	4	-0.1	8
Cc1cc(Cl)ccc1OCC(=O)Nn1c(C)ccc1C	1	6	-6	2	-6	6	-2.0	6	-0.1	-5
Cc1cc(C)c(S(C)(=O)=O)c(Oc2ccccc2C)n1	-1	-4	5	7	-2	-16	-2.2	-6	-0.4	2
CN(C)c1ccc(C(=O)OCc2ccccc2)cc1	-6	0	-7	3	12	-5	5.2	7	-0.5	0
O=Cc1ccc(Cl)c(Cl)c1	3	1	-9	-7	-4	3	-1.9	1	0.3	-6
C[C@H](NC(=O)c1nc[nH]c1C(=O)NC1CCN(C(=O)OC(C)(C)C)CC1)C(=O)OCc1ccccc1	-3	-6	-1	1	-11	-1	-0.6	-6	0.6	11
c1ccc2c(c1)ccc1ncccc12	0	3	1	1	2	0	2.7	3	-0.4	-25
CCCCOCCCNC(=O)N[C@@H](CC(C)C)C(=O)O	5	-4	4	0	6	5	0.6	3	0.0	-3
CN(C)S(=O)(=O)Oc1cccc(C(=O)Nc2cccc(Cl)c2)c1	.	8	.	-6	-41	3	-0.2	4	0.0	9
CN1C(=O)N(CC(=O)c2ccc3c(c2)OCO3)C(=O)C12CCCCC2	1	-1	7	-7	10	3	2.4	5	0.1	-18
